Source: PubChem BioAssay
HP1b chromo inh = HTS for Inhibitors of HP1-beta Chromodomain Interactions with Methylated Histone Tails. Chromobox protein homolog 1 (Homo sapiens), P83916. AlphaScreen HP1-beta / biotin-H3K9me3 peptide binding. Potency, µM (doses to about 114 µM), for the others: at the highest dose activity change, negative = inhibition, hits mostly inhibitors. actives 0.56% (n = 390,000); further: potency means the concentration at half of the fitted maximal effect; nearly all actives have a fitted effect of over 70% in size; inactives centre near 23
Target sequence (P83916 whole entry, looked up): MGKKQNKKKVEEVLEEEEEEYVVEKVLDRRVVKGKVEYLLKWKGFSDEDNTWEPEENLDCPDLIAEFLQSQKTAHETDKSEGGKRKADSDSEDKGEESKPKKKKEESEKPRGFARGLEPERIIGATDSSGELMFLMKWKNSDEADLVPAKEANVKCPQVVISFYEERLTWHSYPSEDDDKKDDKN
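Compound inhibition of the preformed complex between 50 nM HP1-beta and 50 nM biotinylated H3K9me3 peptide was read by AlphaScreen. Buffer was PBS pH 7.4 with 0.01% Tween-20. Incubations ran 30 min at room temperature, with 10 ug/mL donor/acceptor beads.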
JMJD2A Tudor = qHTS Assay for Inhibitors of JMJD2A-Tudor Domain; Lysine-specific demethylase 4A (Homo sapiens), O75164; AlphaScreen JMJD2A-Tudor / H3K4me3 peptide binding; Potency, µM (top dose mostly 114 µM), for the others: at the highest dose activity change, negative = inhibition, most hits filed as inhibitors; actives 4.4% (n = 390,000); further: potency means the concentration at half of the fitted maximal effect; on the % scale 0 is the no-effect control and ±100 the full control effect; nearly all actives have a fitted effect of over 50% in size
BAZ2B block = qHTS Assay for Inhibitors of BAZ2B; Potency, µM (series often up to 114 µM), without a hit: at the highest dose activity change, negative = inhibition, most hits filed as inhibitors; actives 4.4% (n = 360,000); Bromodomain adjacent to zinc finger domain protein 2B (Homo sapiens), Q9UIF8; AID 504333, 2011; AlphaScreen BAZ2B-H3K14Ac peptide displacement; further: potency means the concentration at half of the fitted maximal effect; on the % scale 0 is the no-effect control and ±100 the full control effect; nearly all actives have a fitted effect of over 60% in size
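Compounds, titrated to a top concentration of 110 uM, were incubated 30 min at room temperature with preformed BAZ2B/acetyl-K14 H3 peptide complex (50 nM each). Proximity signal was measured by AlphaScreen after 20 min with beads.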
GLS inhibitor = qHTS for Inhibitors of Glutaminase (GLS); Glutaminase kidney isoform, mitochondrial (Homo sapiens), O94925; GLS enzymatic activity, qHTS titration; Potency, µM (doses to about 45.5 µM), for inactives: at the highest dose activity change, negative = inhibition, hits mostly inhibitors; actives 0.21% (n = 410,000); AID 624170, 2012; further: potency means the concentration at half of the fitted maximal effect; on the % scale 0 is the no-effect control and ±100 the full control effect
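Assay buffer: 45 mM KH2PO4 pH 8.2, 0.02% Tween-20. hKGA acts on L-glutamine (1 mM solution added); product glutamate is reported by an oxidase/peroxidase Amplex Red coupling, with fluorescence taken at baseline and 30 min.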
G9a inh = qHTS Assay for Inhibitors of Histone Lysine Methyltransferase G9a; Histone-lysine N-methyltransferase EHMT2 (Homo sapiens), Q96KQ7; G9a H3K9 monomethylation, AlphaScreen, 2 h; Potency, µM (doses to about 102 µM), inactives show at the top dose activity, negative = inhibition, hits mostly inhibitors; actives 8.8% (n = 350,000); AID 504332, 2011; further: potency means the concentration at half of the fitted maximal effect; on the % scale 0 is the no-effect control and ±100 the full control effect; nearly all actives have a fitted effect of over 75% in size
Target sequence (Q96KQ7 913-1193 limits assumed): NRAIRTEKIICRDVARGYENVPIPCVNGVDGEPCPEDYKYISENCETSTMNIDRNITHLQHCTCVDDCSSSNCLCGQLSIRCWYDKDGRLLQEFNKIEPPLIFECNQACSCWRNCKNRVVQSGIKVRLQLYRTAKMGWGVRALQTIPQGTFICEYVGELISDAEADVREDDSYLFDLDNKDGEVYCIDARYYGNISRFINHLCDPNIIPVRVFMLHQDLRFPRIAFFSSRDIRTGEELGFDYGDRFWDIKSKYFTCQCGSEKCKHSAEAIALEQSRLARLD
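Methyltransferase reactions run at room temperature for 2 h (20 nM enzyme, 500 nM biotin-H3K9 peptide, 20 uM SAM) after a 15 min compound preincubation; product detected by AlphaScreen beads and anti-H3K9me1 antibody.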
PI4K2A inh = qHTS for small molecular inhibitors of PI4K2A | Phosphatidylinositol 4-kinase type 2-alpha (Homo sapiens), Q9BTU6 | purified PI4K2A, ADP-Glo luminescence, 1 h; active compounds read low | activity change, negative = inhibition, % at 76.9 µM | actives 0.13% (n = 420,000) | AID 1346378, 2018; in the data active means activity change below about -50%; inconclusive means mostly about -30% to -49%;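 further: -100% = wells without enzyme as full effect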
Target sequence (Q9BTU6 whole entry, looked up): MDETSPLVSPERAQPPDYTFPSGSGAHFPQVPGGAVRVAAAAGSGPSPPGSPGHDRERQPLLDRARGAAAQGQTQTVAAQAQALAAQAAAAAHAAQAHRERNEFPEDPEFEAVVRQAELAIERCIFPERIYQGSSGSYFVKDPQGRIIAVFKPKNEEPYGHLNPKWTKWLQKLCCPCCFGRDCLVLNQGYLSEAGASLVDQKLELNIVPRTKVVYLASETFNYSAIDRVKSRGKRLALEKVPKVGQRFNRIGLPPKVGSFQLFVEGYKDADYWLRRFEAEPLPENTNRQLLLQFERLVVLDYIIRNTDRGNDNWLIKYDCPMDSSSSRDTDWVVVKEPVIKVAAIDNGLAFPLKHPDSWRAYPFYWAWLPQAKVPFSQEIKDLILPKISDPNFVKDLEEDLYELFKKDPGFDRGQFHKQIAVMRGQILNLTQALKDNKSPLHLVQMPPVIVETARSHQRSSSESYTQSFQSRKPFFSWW
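Compounds are screened against recombinant PI4K2A using PI as substrate and ATP, the latter dispensed at 300 microM. Reactions run one hour at ambient temperature before ADP-Glo detection; full inhibition defined by wells lacking enzyme.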
ERG-DNA inh = qHTS for Small Molecule Inhibitors of the ERG Ets/DNA interaction; Transcriptional regulator ERG (Homo sapiens), P11308; fluorescence polarization, His-ERG Ets domain / labelled DNA; Potency, µM (top dose mostly 76.9 µM), inactives show at the highest dose FP activity, negative = inhibition, actives largely listed as inhibitors; actives 0.028% (n = 370,000); active means well fitted inhibition curve with a large enough effect in the polarisation, with a control signal flat; inconclusive means small, poorly fitted or top-dose-only effect, or effect the other way, or a change in a side signal; inactive means no such curve, though single readings can be large or run the other way; the % refers to the polarisation;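 further: polarization taken with two DNA probes labelled with fluorescein and Texas red; potency means the concentration at half of the fitted maximal effect; % of control where 0% means no effect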
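His-tagged ERG Ets domain (1 uM in the protein solution; 300mM KCl, 50mM Tris-HCl, 1mM EDTA, 1mM DTT, pH 7.5) received compound, then a probe mix of 5 nM fluorescein-DNA and 100nM Texas-615-DNA. Fluorescence polarization was read for both dyes.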
Tb PGK inh = qHTS Assay to Find Inhibitors of Phosphoglycerate Kinase | PGK/GAPDH coupled, Kinase-Glo luminescence, 60 min | Potency, µM (top dose mostly 57.5 µM), without a hit: at the top dose activity change, negative = inhibition, usual class: inhibitors | actives 0.043% (n = 380,000) | AID 602233, 2012; further: potency means the concentration at half of the fitted maximal effect; on the % scale 0 is the no-effect control and ±100 the full control effect; nearly all actives have a fitted effect of over 60% in size
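Luminescent ATP detection (Kinase-Glo Plus) follows a 60-minute room-temperature incubation, with wells lacking PGK as controls. Buffer: 100 mM TEA (pH 7.6), 5 mM MgCl2, 0.01% Tween-20. Coupling enzyme GAPDH (100 nM final) supplies unstable 1,3-BPG in-well.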
Pin1 inh = qHTS Assay to Find Inhibitors of Pin1; Peptidyl-prolyl cis-trans isomerase NIMA-interacting 1 (Homo sapiens), Q13526; Potency, µM (doses to about 115 µM), inactives show top-dose activity, negative = inhibition, hits mostly inhibitors; actives 0.009% (n = 390,000); Pin1 FP peptide displacement, HiFluor488, 10 min; AID 504891, 2011; active means well fitted inhibition curve with a large enough effect in the polarisation, with a control signal flat, not every such curve was filed as active; inconclusive means small, poorly fitted or top-dose-only effect, or effect the other way, or a change in a side signal; inactive means no such curve, though single readings can be large or run the other way; the % refers to the polarisation; further: potency means the concentration at half of the fitted maximal effect; on the % scale 0 is the no-effect control and ±100 the full control effect
Numbers without * were called inactive; i = inactive; ? = inconclusive; . = not tested or not shown; & = joins results of further samples; [ ] = dose if it differs, or a comment. Unless noted, the call rests on the fitted dose curve; in most records, active means well fitted curve in the direction sought with a large enough effect; inconclusive means small, poorly fitted or top-dose-only effect, or another doubt; inactive means no such curve, though single readings can be large; an effect the other way counts as inactive or inconclusive. Rows were taken by chance, and some 11% of all compounds hit somewhere here.

SMILES	HP1b chromo inh	JMJD2A Tudor	BAZ2B block	GLS inhibitor	G9a inh	PI4K2A inh	ERG-DNA inh	Tb PGK inh	Pin1 inh
COc1ccc2c(c1)c(=O)oc1c(C)c(OC(C)C(=O)N[C@@H](Cc3c[nH]c4ccc(O)cc34)C(=O)O)ccc12 (stereo partly specified)	6%	?	50µM*	-35%	.	3	5%	-25%	?
COc1cccc(-c2nn(-c3ccc(C)cc3)cc2C(=O)NCC(c2cccs2)N2CCOCC2)c1 (stereo unspecified)	-5%	?	-1%	3%	-27%[59 µM]	-3	0%	-11%	44%[activator]
O=C(O)CN1C(=O)Nc2ccc(Br)cc2C1c1ccccc1 (stereo unspecified)	21%	-8%	-38%	10%	-39%[59 µM]	-2	4%	-6%	-2%
COc1ccc(Nc2c(C)cccc2C)cc1	25%	8%	-5%	?	8%[59 µM]	1	5%	0%	-7%
CN1C(=O)c2ccc(C(=O)NCc3ccc4c(c3)OCO4)cc2C1=O	9%	-12%	1%	9%	-1%[59 µM]	0	-10%	-6%	2%
COc1ccc(C(=O)Nc2ccc3[nH]c(-c4cccc(OC)c4)cc(=O)c3c2)cc1	28%	-19%	1%	3%	0%[59 µM]	-4	-5%	-8%	1%
O=C(COc1ccccc1Br)N1CCNC1=O	45%[activator]	-15%	11%	-8%	-5%[12.7 µM]	-1	-13%	-8%	-10%
Cc1ccccc1OCC(=O)Nc1ccc(-c2nc3ncccc3o2)cc1	31%	-14%	-1%	-5%	-7%[59 µM]	-1	-7%	6%	4%
O=C(Nc1ccc(NC(=O)c2ccccc2Br)cc1)c1ccccc1	55%[activator]	-15%	8%	-3%	.	-1	17%	i	-2%
Cc1cc(C)nc(N2N=C(c3ccccc3)CC2=O)n1	24%	-18%	4%	6%	12%	-5	12%	5%	3%
Fc1ccc(OCc2nn3cnnc3s2)cc1	4%	-17%	-1%	-3%	8%[12.7 µM]	1	-1%	8%	0%
CCn1cc(C(=O)NCc2ccccc2OC)c(=O)c2cc(S(=O)(=O)N(C)C)ccc21	18%	-13%	-7%	-14%	?	1	-1%	-1%	?
CN(C(=O)COC(=O)CNC(=O)c1cccs1)c1c(N)n(Cc2ccccc2)c(=O)[nH]c1=O	25%	2%	5%	0%	-1%[59 µM]	1	6%	3%	4%
CC1=C(CC(=O)O)c2cc(F)ccc2C1=Cc1ccc(S(C)(=O)=O)cc1	25%	-17%	-2%	3%	?	0	1%	-6%	-6%
C=CCn1c(C(C)NC(=O)COC)nc2ccccc21 (stereo unspecified)	26%	-20%	-2%	3%	4%	-3	-6%	-9%	-4%
C=Cc1ccc(COC(=O)c2cn(CC)c3nc(C)ccc3c2=O)cc1	-16%	-22%	6%	-3%	?	2	3%	-3%	-2%
CC(C)Oc1ccc(C(=O)NC2CCCCC2)cc1	21%	15%	-6%	2%	-22%	-7	-6%	-2%	2%
Cc1ccccc1NC(=O)Cn1c(SCC(=O)Nc2ccc(F)cc2)nc2ccccc21	43%	4%	-16%	-2%	4%[12.7 µM]	-3	0%	3%	15%
CN(Cc1ccccc1)C(=O)Nc1ccccc1	11%	-4%	-3%	-4%	10%[59 µM]	1	-1%	-9%	-11%
Cc1cc(S(=O)(=O)NCCCN2CCOCC2)ccc1F	39%[activator]	6%	7%	1%	26%[59 µM]	1	11%	2%	?
CCOCCCNC(=O)CN1CCN(S(=O)(=O)c2ccc3c(c2)CCC3)CC1	43%[activator]	5%	10%	-1%	-9%[12.7 µM]	0	6%	9%	-5%
CCC(C)[C@H]1CNC(=O)C(=O)N1CCCc1cc(OC)c(OC)c(OC)c1 (stereo partly specified)	55%[activator]	-11%	6%	-13%	16%[59 µM]	0	-24%	-5%	0%
COc1ccc(N2Cc3cccc(C(=O)Nc4ccc(C)c(C)c4)c3C2=O)cc1	15%	-24%	?	-5%	-24%[59 µM]	0	-5%	-10%	-15%
Cc1ccc(C(=O)NCC(=O)OCCCn2c(=O)[nH]c3ccccc32)cc1	11%	-5%	-2%	1%	8%	1	-11%	-4%	-9%
COc1ccc(-c2nnc(NC(=O)c3ccc(S(=O)(=O)N4CCc5ccccc5C4)cc3)o2)cc1	34%	-32%	-4%	2%	-3%	2	-9%	i	-3%
CCOC(=O)C1CCCN(C(=O)Nc2cccc(Cl)c2)C1 (stereo unspecified)	24%	-15%	-6%	3%	-11%[59 µM]	6	5%	.	1%
Cc1ccc(Cn2c(CN3CCC(C(=O)NCC(C)c4ccccc4)CC3)cc3ccccc32)cc1 (stereo unspecified)	40%[activator]	-27%	-21%	1%	-19%[59 µM]	-7	-9%	i	21%
NNC(=S)Nc1c(F)cc(F)cc1Br	15%	-28%	15%	-19%	.	-9	2%	-3%	-14%
N#Cc1ncc(-c2ccc3c(c2)OCCOCCOCCOCCO3)nc1C#N	21%	-25%	10%	10%	?	-1	14%	i	-1%
CC(=O)c1ccc(OCC(C)C)c(Cc2c(O)nc(N)[nH]c2=O)c1	29%	-27%	7%	13%	0%[59 µM]	-4	3%	-7%	10%
COc1ccc(-n2c(=O)c3c4c(sc3n(Cc3cc(C)ccc3C)c2=O)CN(C(C)=O)CC4)c(OC)c1	10%	?	?	18%	-28%[59 µM]	2	7%	i	10%
CCOC(=O)c1c(C)[nH]c(C)c1S(=O)(=O)N1CCC(C(=O)Nc2ccccn2)CC1	5%	-15%	-24%	-2%	-2%[59 µM]	-1	3%	-8%	0%
CCOC(=O)c1cnc2sccn2c1=O	33%	6%	0%	1%	23%[59 µM]	0	2%	.	-3%
COc1ccc(C2C(C#N)=C(N)OC3=C2C(=O)CC(C)(C)C3)cc1Cn1nc(C)c([N+](=O)[O-])c1C (stereo unspecified)	28%	-6%	-9%	-2%	-1%[59 µM]	-2	-2%	3%	-7%
Cc1ccc(C)c(OCc2cc(C(=O)N(C)Cc3nccn3C)no2)c1	29%	-23%	?	-4%	.	1	-1%	5%	-4%
COc1ccc(CN(C)C(=O)Cn2cc(C)c(=O)[nH]c2=O)cc1OC	29%	79µM*	.	-3%	.	0	17%	-9%	3%
COc1ccccc1NC(=O)c1sc(Cl)nc1C	40%[activator]	23%	5%	1%	13%	1	-7%	-5%	-3%
Cc1ccc(C)c(N2CCN(S(=O)(=O)c3cc4c(cc3Cl)NC(=O)CO4)CC2)c1	23%	-15%	11%	11%	.	-2	10%	5%	12%
CCOCCSc1c(C)cnc2c1c(=O)n(C)c(=O)n2C	13%	-15%	-3%	-16%	13µM*	-5	-1%	-2%	-13%
COCCCNc1nc2c(c(=O)n(Cc3ccc(F)cc3)c(=O)n2C)n1C	17%&16%	-17%&-24%	-3%	-18%&-11%	14%[2.33 µM]	-1&-3	1%&-12%	-2%&-1%	-5%&-7%
O=C(CSc1cn(CC(=O)N2CCCCC2)c2ccccc12)NCc1ccc(F)cc1	25%	-12%	?	3%	-30%[59 µM]	-3	-3%	i	-1%
CCC(=O)NNc1ncnc2ccccc12	14%	-12%	-3%	6%	7%[59 µM]	-1	0%	.	3%
CCOC(=O)C1CCCN(C(=O)c2ccc(S(=O)(=O)N3CCOCC3)cc2)C1 (stereo unspecified)	14%	-12%	-4%	-4%	-6%[12.7 µM]	5	9%	-1%	-4%
Cc1cc(C)cc(NC(=S)N2CCN(CCO)CC2)c1	17%	-13%	?	14%	2%[59 µM]	-2	-5%	-15%	0%
CCOC(=O)C(C)Sc1nnc2c3ccccc3n(C)c2n1 (stereo unspecified)	33%[activator]	-16%	3%	2%	7%	-1	-1%	-15%	-4%
Cc1ccc(NC(=S)N(CCCN2CCOCC2)Cc2ccco2)cc1Cl	-10%	-31%	-38%	2%	-15%	4	-3%	-10%	-2%
O=C1CC(C2CCCO2)C(=O)N1c1ccccc1 (stereo unspecified)	32%	-3%	1%	-9%	-5%[59 µM]	2	-2%	.	-9%
COc1ccc2c(c1)C(C)CC(C)(C)N2C(=O)Nc1ccccc1 (stereo unspecified)	6%	0%[57.1 µM]	?	?	22µM*	0	-10%	i	-2%
Cc1cc(NC(=O)CN2C(=O)NC3(CCCCCC3)C2=O)ccc1Br	36%	-10%	-1%	-2%	-44%[12.7 µM]	-1	-3%	-8%	1%
CCOC(=O)C1=C(C)N(C)C(=O)NC1c1ccccc1OC (stereo unspecified)	22%	-20%	-1%	-4%	4%[59 µM]	-10	14%	-2%	-3%
